ADAM10 inh = inhibitors of human ADAM10; AID 720582; actives 0.62% (n = 370,000); recombinant ADAM10, EDANS/DABCYL FRET peptide cleavage, 3 h; inhibition, % at 7 µM; O14672;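 active = inhibition above a per-campaign cutoff equal to the mean of compounds falling between control-based bounds plus 3 SD, cut at about 20% in these data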;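 note: 0% = DMSO wells while the 100% control is not disclosed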
ssDAF12 agonist = activators of S. stercoralis DAF-12 nuclear receptor; HEK293 ssDAF-12/GRIP1 lit1-tk-luc reporter, luminescence; % of 3 µM dafachronic acid response; activation, % at 6.8 µM; actives 1% (n = 370,000); AID 652126;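 active = activation above the mean over all tested compounds plus 3 SD, cut at about 0.9% in these data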;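 note: 0% = DMSO-only wells and 100% = 3 µM delta7-dafachronic acid wells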
SMARCA2 act = increases SMARCA2 function in MMTV reporter cells | MG213 cells, MMTV-luciferase reporter, dexamethasone, overnight | activation, % at 9.1 µM | actives 1% (n = 370,000); in the data active = activation above about 7.8%;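 note: 0% = vehicle wells and 100% = reference activator wells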
FXN GAA850 act = frataxin GAA850 promoter activation. HEK293 lucGAA850 FXN promoter luciferase reporter, 24 h; percent of 10 µM SAHA response. actives 0.56% (n = 360,000). activation, % at 6 µM;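 active = activation above the average of all compounds screened plus 3 SD, cutoff fixed separately per campaign, cut at about 7.5% in these data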;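 note: 0% = DMSO wells and 100% = 10 µM SAHA wells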
DAX1 inh-1 = NR0B1 (DAX1) inhibition; AID 504766; HEK293 Gal4-DAX1 luciferase reporter, luminescence; inhibition, % at 6.75 µM; actives 0.99% (n = 340,000);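 active = inhibition above the mean over all tested compounds plus 3 SD, cut at about 4.2% in these data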;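 note: 0% = DAX1-transfected cells with DMSO and 100% = empty-vector control cells with DMSO; inhibition shows as a rise in luminescence from relieved DAX1 repression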
Target sequence (P51843 207-470 limits assumed): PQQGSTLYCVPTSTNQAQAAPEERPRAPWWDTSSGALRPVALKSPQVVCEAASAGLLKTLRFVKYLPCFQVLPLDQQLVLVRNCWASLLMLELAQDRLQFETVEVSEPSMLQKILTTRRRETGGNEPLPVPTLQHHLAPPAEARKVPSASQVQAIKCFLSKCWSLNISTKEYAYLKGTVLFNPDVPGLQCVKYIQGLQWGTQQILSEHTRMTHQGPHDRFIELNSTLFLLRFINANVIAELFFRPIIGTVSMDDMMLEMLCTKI
hgDAF-12 ag = activates the H. glycines DAF-12 receptor ligand-binding domain. HEK293 GAL4-hgDAF12 UAS-luciferase reporter, agonist luminescence; normalized to butyrate control. activation, % at 6.8 µM. actives 1.8% (n = 370,000). AID 687014;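 active = activation above a cutoff set at the mean of all screened compounds plus 3 SD, cut at about 10% in these data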;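 note: 0% = DMSO wells and 100% = sodium butyrate wells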
DAX1 inh-2 = DAX1 (NR0B1) inhibition, primary screen; HEK293T StAR-luciferase reporter, SF-1/DAX-1 repression relief; inhibition, % at 6.8 µM; actives 1.1% (n = 370,000); AID 652010;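 active = inhibition above the mean over all tested compounds plus 3 SD, cut at about 3.6% in these data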;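 note: 0% = DAX-1 cells with DMSO and 100% = cells lacking DAX-1 with DMSO; higher inhibition means more luminescence from relief of DAX-1 repression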
GC-A act = GC-A (human) enzyme activation. activation, % at 10 µM. AID 1671463. actives 0.14% (n = 370,000). HEK293 GC-A cells, cGMP TR-FRET, EC30 ANP; 0% at EC30 ANP, 100% saturating ANP. P16066; in the data active = activation above about 40%
hcDAF-12 act = H. contortus DAF-12 activation, primary screen; AID 652067; actives 1.4% (n = 370,000); HEK293 hcDAF-12 lit1-tk-luc reporter, luminescence; 0% DMSO, 100% Δ7-dafachronic acid; activation, % at 6.8 µM;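 active = activation above the mean of all tested compounds plus 3 SD, cut at about 5.5% in these data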;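 note: 100% = response to 3 µM Δ7-dafachronic acid high control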
PG9 Ab binder = PG9 antibody binding by small molecule; TR-FRET gp120-PG9 antibody binding; inhibition, % at 6.7 µM; actives 0.43% (n = 360,000); in the data active = inhibition above about 8.5%
ADAM17 inh = inhibits human ADAM17 | recombinant ADAM17, EDANS/DABCYL FRET peptide cleavage | inhibition, % at 6.95 µM | P78536 | AID 720648 | actives 0.83% (n = 370,000);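 active = inhibition above the mean of compounds lying between control limits plus 3 SD, set per campaign, cut at about 8.5% in these data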;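 note: 0% = DMSO-only wells as the low control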
Target sequence (P78536 215-824 limits assumed): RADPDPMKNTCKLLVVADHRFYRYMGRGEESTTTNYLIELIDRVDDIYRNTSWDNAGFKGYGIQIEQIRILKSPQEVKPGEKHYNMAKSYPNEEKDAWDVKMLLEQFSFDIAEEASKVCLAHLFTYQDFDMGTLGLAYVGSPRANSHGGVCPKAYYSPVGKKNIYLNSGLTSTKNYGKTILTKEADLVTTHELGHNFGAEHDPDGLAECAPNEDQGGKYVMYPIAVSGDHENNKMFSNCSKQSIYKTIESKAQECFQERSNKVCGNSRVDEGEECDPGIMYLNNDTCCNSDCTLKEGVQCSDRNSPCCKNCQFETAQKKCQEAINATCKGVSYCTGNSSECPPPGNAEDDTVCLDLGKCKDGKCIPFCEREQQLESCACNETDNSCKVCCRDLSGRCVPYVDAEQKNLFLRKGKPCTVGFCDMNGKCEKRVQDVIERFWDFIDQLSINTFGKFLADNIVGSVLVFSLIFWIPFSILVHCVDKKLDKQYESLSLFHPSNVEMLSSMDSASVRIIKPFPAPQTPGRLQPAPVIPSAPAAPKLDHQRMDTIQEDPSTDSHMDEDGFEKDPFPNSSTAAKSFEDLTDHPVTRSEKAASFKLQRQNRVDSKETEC
Active calls of the source: *; . = not tested or not shown.

SMILES	ADAM10 inh	ssDAF12 agonist	SMARCA2 act	FXN GAA850 act	DAX1 inh-1	hgDAF-12 ag	DAX1 inh-2	GC-A act	hcDAF-12 act	PG9 Ab binder	ADAM17 inh
COc1ccc(OC)c(CNCc2ccc3c(c2)OCO3)c1	2	-1.9	-2	2.6	-0.1	-0.8	-0.2	-7	-0.2	-1.9	-5
CC(N=c1ccccn1C(=O)Nc1ccc(F)cc1)c1ccco1 (stereo not given)	4	-0.9	-1	5.8	0.1	-1.5	0.2	0	-1.2	-1.3	-3
N#Cc1ccc(OCC(=O)N2CCN(S(=O)(=O)c3cccs3)CC2)cc1	12	-0.7	2	-0.6	0.4	-0.2	-0.1	-4	-0.8	1.2	-1
CCOc1ccccc1NC(=O)NCCCCc1ccccc1	7	-1.5	3	0.5	-0.3	0.9	-0.7	-1	-1.8	-0.5	2
CC1CC(=O)Nc2ccccc2N1C(=O)CSc1ccc2ccccc2n1 (stereo not given)	-14	-1.2	-3	1.6	-0.8	2.9	-0.6	-3	-0.3	0.8	1
Cc1cc(C)c(C)c(S(=O)(=O)N2C(=S)NC(=O)C2CC(C)C)c1C (stereo not given)	1	-1.0	-1	-0.5	1.5	1.3	-0.6	0	-1.6	-1.7	-2
CC(=O)NC1=NN(C(C)=O)C2(CCCCC2)S1	-1	0.0	2	2.3	1.3	-1.6	0.3	-1	-1.4	-1.0	-2
CCOc1ccc(OCC)c(NC(=O)C2CCCN(S(=O)(=O)c3cccs3)C2)c1 (stereo not given)	28*	-2.0	-4	-1.0	-2.0	-2.6	-1.7	1	-3.0	-1.0	12*
Cc1ccc(NC(=O)/C=C/c2ccc3c(c2)OCO3)cc1S(=O)(=O)N1CCOCC1	-13	-1.3	-2	-0.4	-0.8	-1.3	-0.6	10	-0.6	-2.0	-7
Brc1ccccc1-c1nnc(-c2cccnc2)o1	2	-1.0	1	5.3	0.8	8.0	0.7	0	1.8	2.1	0
CC(=O)N(CCCc1ccc(C(C)(C)C)cc1)CCCN(C)C	8	-1.1	-1	-0.6	0.4	-1.5	-0.1	1	0.0	-0.8	2
COc1ccc(CNC(=O)/C=C/[C@H]2O[C@@H](n3cnc4c(NC(=O)c5ccccc5)ncnc43)[C@H](O)[C@@H]2O)cc1	-9	-0.9	-1	.	.	3.6	-1.2	0	-0.5	1.7	-3
CCOc1ccc2c(c1)C(C)=CC(C)(C)N2S(=O)(=O)c1ccc(C)cc1	5	-1.5	0	2.6	-0.3	-3.9	-0.3	-9	-0.8	-1.6	3
C/C(=N\OCc1ccccc1C#N)c1cc2ccccc2o1	4	-1.7	4	1.7	0.8	3.6	-0.1	-2	1.2	-0.8	-1
COc1ccc(/C(C)=N/NC(=O)c2ccc(CSc3nncn3C)cc2)cc1	-7	-1.7	-3	0.2	1.1	2.2	-0.2	-1	-0.2	1.3	-2
Cn1cc(-c2ccccc2C(N)=O)c(=O)c2cc(Cl)ccc21	-101	0.2	-3	-1.0	0.6	-0.6	-0.8	0	1.9	0.1	-44
CC(C)NC(=O)Nc1ccc2c(c1)CC(=O)N([C@@H](C)CO)C[C@H](C)[C@@H](CN(C)C(=O)NC1CCCCC1)O2	-10	-0.2	-3	0.1	1.0	4.0	0.0	-2	2.5	-1.5	-5
CN1CCN(c2ccc3c(c2)Oc2ccccc2CN(Cc2cn(Cc4cccc(C(F)(F)F)c4)nn2)S3(=O)=O)CC1	4	-1.4	-5	.	.	-2.4	-1.2	0	-3.1	.	3
COc1ccc(C)cc1-n1cnnn1	7	-1.8	8.1*	1.9	1.4	-0.5	0.4	-6	-1.4	-3.3	1
Cn1c(CCNC(=O)c2ccco2)nc2cc(NS(=O)(=O)c3ccc(Cl)cc3)ccc21	-4	-1.6	-1	-0.8	0.8	-1.4	-1.0	-1	0.2	3.0	-1
COc1ccc(OC)c(-c2cc(C(=O)Nc3c(C)nn(Cc4ccc(Cl)cc4)c3C)no2)c1	-4	-1.5	-1	2.9	-0.8	-2.7	-0.8	4	-1.8	-0.7	-6
COc1ccc(Cl)cc1NC(=S)N(Cc1cccnc1)Cc1ccco1	4	-1.9	-2	-0.1	0.2	-3.1	-0.3	-13	-1.3	0.4	-3
Cc1ccc(S(=O)(=O)N2CCCC(C(=O)NC3CCCC3)C2)cc1Cl (stereo not given)	-7	-1.4	0	1.1	0.6	-0.8	-0.5	0	-1.2	0.1	3
COC(=O)c1cc2c(c3c4cc(C)ccc4n(S(=O)(=O)c4ccc(C)cc4)c13)C(=O)N(Cc1ccccc1)C2	-19	-0.7	-4	.	.	-1.7	-0.4	-1	-0.4	-0.3	-1
CN(C)c1nc(N)nc(Nc2ccccc2C#N)n1	3	-1.2	1	0.5	0.8	-0.1	0.0	0	-0.7	0.7	-5

In another format: entries from further up.
Each structure is followed by: ADAM10 inh, ssDAF12 agonist, SMARCA2 act, FXN GAA850 act, DAX1 inh-1, hgDAF-12 ag, DAX1 inh-2, GC-A act, hcDAF-12 act, PG9 Ab binder, ADAM17 inh
- Brc1ccccc1-c1nnc(-c2cccnc2)o1
 : 2, -1.0, 1, 5.3, 0.8, 8.0, 0.7, 0, 1.8, 2.1, 0
- CCOc1ccc(OCC)c(NC(=O)C2CCCN(S(=O)(=O)c3cccs3)C2)c1 (stereo not given)
 : 28*, -2.0, -4, -1.0, -2.0, -2.6, -1.7, 1, -3.0, -1.0, 12*
- CN1CCN(c2ccc3c(c2)Oc2ccccc2CN(Cc2cn(Cc4cccc(C(F)(F)F)c4)nn2)S3(=O)=O)CC1
 : 4, -1.4, -5, ., ., -2.4, -1.2, 0, -3.1, ., 3

Molecules shown so far containing a thiophene ring, fused or not:
SMILES	ADAM10 inh	ssDAF12 agonist	SMARCA2 act	FXN GAA850 act	DAX1 inh-1	hgDAF-12 ag	DAX1 inh-2	GC-A act	hcDAF-12 act	PG9 Ab binder	ADAM17 inh
N#Cc1ccc(OCC(=O)N2CCN(S(=O)(=O)c3cccs3)CC2)cc1	12	-0.7	2	-0.6	0.4	-0.2	-0.1	-4	-0.8	1.2	-1
CCOc1ccc(OCC)c(NC(=O)C2CCCN(S(=O)(=O)c3cccs3)C2)c1 (stereo not given)	28*	-2.0	-4	-1.0	-2.0	-2.6	-1.7	1	-3.0	-1.0	12*

Next part:
SMILES	ADAM10 inh	ssDAF12 agonist	SMARCA2 act	FXN GAA850 act	DAX1 inh-1	hgDAF-12 ag	DAX1 inh-2	GC-A act	hcDAF-12 act	PG9 Ab binder	ADAM17 inh
CN1CCC(=O)N([C@H](CSc2ccccc2)Cc2ccccc2)CC1	7	-0.7	3	-0.7	1.8	0.0	0.2	0	-1.1	-2.2	-1
Cc1c(N=C2SCC(=O)N2/N=C/c2ccccc2Cl)c(=O)n(-c2ccccc2)n1C	-1	-0.6	1	-0.8	1.1	-0.5	-0.5	9	0.1	-1.8	-4
CCN(CC)S(=O)(=O)c1csc(C(=O)NCc2ccccc2)c1	3	-1.1	5	0.4	-0.8	0.3	-1.0	0	-1.9	-1.2	1
COc1ccc(NC(=O)c2cc3ccccc3o2)cn1	2	-0.2	6	3.2	2.8	9.7	0.6	4	2.0	-3.3	1
COc1ccccc1C(=O)NCC(=O)N/N=C(\C)Cc1ccccc1	4	-2.0	-3	0.2	0.3	0.0	0.7	3	-1.1	-0.4	-4
Cc1cccc(CCNC(=O)CCNS(=O)(=O)c2cc(Br)cnc2N)c1	-10	-1.1	-2	-1.6	0.1	0.5	-0.4	3	-1.2	-1.2	-5
Cc1cc(NC(=O)CCC(=O)N(CC(C)C)C(C(=O)NC(C)(C)C)c2ccccc2Cl)no1 (stereo not given)	-1	-1.3	-1	1.2	-0.8	-2.7	-0.4	2	-1.9	-0.9	-2
c1ccc2c(Nc3ccc4c(c3)OCCO4)c3c(nc2c1)CCCC3	3	-2.1	-1	-4.5	-2.8	-2.9	-0.7	38	-3.2	-4.9	-1
COC(=O)c1ccn(CSc2cc(Cl)ccc2Cl)n1	5	-1.5	6	0.8	-0.3	-0.1	1.3	-4	-2.3	-1.9	2
CCCN(CCC)C(=O)C1CCCN(S(=O)(=O)c2ccc3c(c2)oc(=O)n3C)C1 (stereo not given)	1	-1.1	10*	0.9	0.4	3.3	-0.2	-1	3.2	-1.9	0
CCOc1ccc(S(=O)(=O)Nc2nc3ccccc3nc2-n2ccc(=NC(=O)c3ccccc3C)cc2)cc1	0	-1.7	1	0.1	-0.7	0.6	-0.1	0	-1.6	40*	-4
COc1ccc(N2CC(C(=O)Nc3ccc(S(=O)(=O)Nc4nccs4)cc3)CC2=O)cc1 (stereo not given)	-7	-0.7	-1	1.8	1.5	0.1	0.6	0	0.4	-0.9	-2
CCOC(=O)C1CCCN(C(=O)C2CCN(C(=O)Nc3ccccc3)CC2)C1 (stereo not given)	-2	-1.1	-1	-1.5	1.1	-0.2	1.5	2	3.8	2.2	2
Nc1nc(-c2ccco2)nn1C(=O)c1ccc([N+](=O)[O-])cc1	-2	-1.1	0	-0.8	-0.5	3.0	0.3	6	-0.8	-1.8	1
CCC(=O)NC(NC(=S)Nc1c(C)n(C)n(-c2ccccc2)c1=O)C(Cl)(Cl)Cl (stereo not given)	-2	-1.3	-1	-1.9	0.9	-0.3	0.1	3	-0.8	-0.6	1
Fc1ccc2nc(Nc3nc4c(F)cc(F)cc4s3)sc2c1	-91	0.7	-2	1.7	0.5	0.8	-0.1	15	4.1	0.7	-26

4 neighbouring compounds from above, for reference:
SMILES	ADAM10 inh	ssDAF12 agonist	SMARCA2 act	FXN GAA850 act	DAX1 inh-1	hgDAF-12 ag	DAX1 inh-2	GC-A act	hcDAF-12 act	PG9 Ab binder	ADAM17 inh
Cc1c(N=C2SCC(=O)N2/N=C/c2ccccc2Cl)c(=O)n(-c2ccccc2)n1C	-1	-0.6	1	-0.8	1.1	-0.5	-0.5	9	0.1	-1.8	-4
CCN(CC)S(=O)(=O)c1csc(C(=O)NCc2ccccc2)c1	3	-1.1	5	0.4	-0.8	0.3	-1.0	0	-1.9	-1.2	1
COc1ccc(NC(=O)c2cc3ccccc3o2)cn1	2	-0.2	6	3.2	2.8	9.7	0.6	4	2.0	-3.3	1
COc1ccccc1C(=O)NCC(=O)N/N=C(\C)Cc1ccccc1	4	-2.0	-3	0.2	0.3	0.0	0.7	3	-1.1	-0.4	-4

Screens as filed in PubChem.
